rCAG binder – r(CAG) repeat RNA binding; TO-PRO-1 dye displacement fluorescence; inhibition, % at 3 µM; AID 651821; 370,000 compounds, 1.3% hits;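 active = inhibition above the plate cutoff, the mean of all test compounds on that plate plus 3 SD, cut at about 35% in these data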;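 also: 0% = DMSO alone and 100% = 100 µM mitoxantrone as full dye displacement; higher means more dye released from RNA so lower well fluorescence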
ABHD4 inh – ABHD4 (mouse) inhibition, primary FP screen | Q8VD66 | purified mABHD4, FP-Rh probe fluorescence polarization | inhibition, % at 8.92 µM | 370,000 compounds, 0.54% hits;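 active = inhibition exceeding the mean over every tested compound plus 3 SD, cut at about 30% in these data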;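 also: 0% = plate median of compound wells and 100% = S159A mutant with DMSO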
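Material: mouse ABHD4 enzyme, wild type; Benchmarks: S159A mutant high control, sample median low control; Buffer or medium: HEPES pH 7.0, NaCl, Pluronic buffer; Signal: fluorescence polarization; Read-out: percent inhibition of probe binding, normalized to plate controls; Timing: pre-incubation 45 min, probe exposure 60 min, at 25 °C; Dosing: 8.92 µM, single dose.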
TCR CD3 inh – blocks the human TCR-CD3 interaction | TAMRA-labeled TCR probe fluorescence, biochemical | inhibition, % at 9.4 µM | 360,000 compounds, 0.37% hits | AID 651800; in the data active = inhibition above about 19%;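 also: recombinant mutant TCR 2C K166C tagged with TAMRA read by polarization; 0% = receptor in buffer alone and 100% = receptor with positive control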
LEDGF integ inh – blocks HIV-1 LEDGF/p75-dependent DNA integration. AID 743269. 370,000 compounds, 0.64% hits. TR-FRET IN-LEDGF/p75 DNA integration, Eu/Cy5. inhibition, % at 3.7 µM;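 active = inhibition above the screen-wide mean plus 3 SD, cut at about 13% in these data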;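 also: signal is the Cy5 over europium emission ratio at 671 and 618 nm; 0% = plate median of compound wells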
MBD2 inh – MBD2-methylated oligo binding inhibition | Q9UBB5 | TR-FRET, MBD2 binding to methylated oligonucleotide | inhibition, % at 4.4 µM | 370,000 compounds, 0.31% hits | AID 686964; in the data active = inhibition above about 13%
TDP2 inh – TDP2 (human) inhibition, absorbance primary screen; 370,000 compounds, 0.34% hits; inhibition, % at 12.8 µM; recombinant TDP2, T5PNP hydrolysis, p-nitrophenol absorbance 415 nm; O95551;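 active = inhibition above the mean of all tested compounds plus 3 SD, set per campaign, cut at about 25% in these data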;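 also: 0% = DMSO with enzyme and 100% = buffer with substrate but no TDP2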
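Assay system: recombinant human TDP2 / Reagent: T5PNP substrate at 5 mM, a TopII-DNA adduct mimic / Measured by: epi absorbance from released p-nitrophenol / Evaluation: % inhibition relative to enzyme-containing and enzyme-free wells / Control set: enzyme-free and DMSO wells / Replicates: each compound tested once, singlicate / Schedule: enzyme reaction with compound for 2 h at 37 °C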
NPR2 activator – GC-B (human) receptor activation. P20594. HEK293-GC-B cells, CNP EC30, cGMP TR-FRET; 0% at EC30 CNP, 100% saturating CNP. activation, % at 10 µM. 370,000 compounds, 0.11% hits. AID 1920062;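 active = activation at 10 µM reaching about 35% in either raw or pattern-adjusted values, limit read from the data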
HTRA1 inh – HTRA1 (human) protease inhibition. Q92743. 340,000 compounds, 0.5% hits. inhibition, % at 5.96 µM. recombinant HTRA1, FP-rhodamine activity-based probe, fluorescence polarization; in the data active = inhibition above about 36%;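 also: 0% = enzyme with DMSO and 100% = wells lacking enzyme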
Target sequence (Q92743 whole entry, looked up): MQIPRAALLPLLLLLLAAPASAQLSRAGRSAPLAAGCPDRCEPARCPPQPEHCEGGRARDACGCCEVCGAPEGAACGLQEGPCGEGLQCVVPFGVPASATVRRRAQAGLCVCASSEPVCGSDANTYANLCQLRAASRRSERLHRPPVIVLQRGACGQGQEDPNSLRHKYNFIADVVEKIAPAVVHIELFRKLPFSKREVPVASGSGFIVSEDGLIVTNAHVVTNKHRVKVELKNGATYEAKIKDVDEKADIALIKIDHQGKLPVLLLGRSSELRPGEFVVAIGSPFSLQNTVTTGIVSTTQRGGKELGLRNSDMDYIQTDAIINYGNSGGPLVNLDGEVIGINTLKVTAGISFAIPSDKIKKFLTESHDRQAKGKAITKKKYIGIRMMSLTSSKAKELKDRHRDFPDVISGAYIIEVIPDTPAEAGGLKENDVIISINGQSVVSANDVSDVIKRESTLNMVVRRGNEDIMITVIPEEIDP
SIAE inh – inhibitors of human sialic acid acetylesterase SIAE; SIAE FP-Rh probe binding, fluorescence polarization; Q9HAT2; AID 1053197; inhibition, % at 9.66 µM; 370,000 compounds, 0.69% hits;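 active = inhibition above a cutoff: mean of compounds within the control limits plus 3 SD of those, cut at about 17% in these data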;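 also: 0% = plate median of compound wells and 100% = probe without SIAE protein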
PRMT1 inh – blocks human protein arginine methyltransferase 1; Q99873; recombinant PRMT1, activity-based probe fluorescence polarization; 370,000 compounds, 1.3% hits; inhibition, % at 2.79 µM;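 active = inhibition above about 21% made by adding two undisclosed values, limit read from the data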
Target sequence (Q99873 whole entry, looked up): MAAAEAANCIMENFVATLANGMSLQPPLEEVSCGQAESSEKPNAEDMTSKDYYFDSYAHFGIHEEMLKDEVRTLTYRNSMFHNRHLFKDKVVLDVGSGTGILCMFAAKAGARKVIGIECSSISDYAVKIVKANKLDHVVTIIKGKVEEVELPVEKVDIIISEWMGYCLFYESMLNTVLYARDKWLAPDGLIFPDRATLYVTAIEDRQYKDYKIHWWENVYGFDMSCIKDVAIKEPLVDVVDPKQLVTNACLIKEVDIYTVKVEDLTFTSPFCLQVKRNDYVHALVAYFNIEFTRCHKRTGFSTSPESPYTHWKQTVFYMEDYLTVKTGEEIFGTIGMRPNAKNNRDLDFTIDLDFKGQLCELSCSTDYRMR
Active calls of the source: *; · = not tested or not shown. This is a subset; the hit share may differ from the screen's.

cpd	canonical_smiles	TCR CD3 inh	PRMT1 inh	HTRA1 inh	MBD2 inh	LEDGF integ inh	TDP2 inh	rCAG binder	SIAE inh	NPR2 activator	ABHD4 inh
1	CCOC(=O)N1CCC(NC(=O)Cn2ncc3c4ccccc4n(C)c3c2=O)CC1	-1	-3	10	-1	0	-5	-1	-5	6	2
2	CC(=O)Nc1ccc2c(c1)-c1ccc(F)cc1C2	0	-2	-5	-5	0	7	4	-3	-6	-2
3	O=[N+]([O-])c1ccccc1Oc1ncccc1[N+](=O)[O-]	6	-1	-2	2	5	1	0	5	-1	1
4	COc1ccc(-n2c(SCC(=O)NCc3ccco3)nc3sc4c(c3c2=O)CCN(C)C4)cc1	11	8	4	1	6	2	11	-6	1	-10
5	CCN(CC(=O)Nc1c(F)cccc1F)C(=O)c1cccc(S(=O)(=O)NCc2ccccc2)c1	-12	0	-8	6	1	3	0	7	1	-3
6	COc1cc(/C=C(/C#N)C(=O)Nc2ccc(Cl)cc2)ccc1Oc1nc(Cl)ncc1F	-3	4	0	1	-5	-4	6	-8	-15	-3
7	Cc1ccc(CN2CCN(Cc3ccc4c(c3)OCCO4)CC2CCO)cc1 (centres undefined)	-11	5	0	-1	-3	9	-10	3	1	-1
8	Cc1cccc(NC(=S)/N=C(\N)Nc2nc(C)c3ccccc3n2)c1	8	-4	-46	3	-2	4	17	-9	-1	-17
9	COc1ccccc1CN1CCCC(C(=O)N2CCCCC2)C1 (centres undefined)	7	1	4	-2	0	-1	-6	-1	-3	7
10	CCOC(=O)c1ccc(NC(=O)Nn2cnnc2)cc1	2	-1	3	-2	0	12	0	0	-2	2
11	COc1ccc(S(=O)(=O)Nc2cc(C(C)C)c(O)cc2C)cc1	1	0	-2	2	-4	-7	1	1	0	-4
12	CC(=O)Nc1cccc(N(C)C)c1	-1	0	-2	-6	4	0	-3	4	-5	10
13	Cc1c(O)cnc2nn(-c3ccccc3)c(=N)n12	-2	9	·	8	1	-8	0	-3	3	-8
14	O=C(c1ccccc1C(F)(F)F)N1CCN(S(=O)(=O)c2ccccc2)CC1	4	-2	6	-5	3	6	-3	0	-3	3
15	Cc1cc(C(=O)c2ccc(Cl)cc2)c(NC(=O)CCl)s1	-5	6	-30	7	-7	-10	-4	-10	2	-23
16	CC1CN(C(=O)COC(=O)c2ccc3ncsc3c2)CC(C)O1 (centres undefined)	2	11	-4	4	-2	5	-2	-2	2	0
17	CCOC(=O)c1c(=O)n(O)c2ccc(C)cc2[n+]1[O-]	2	-2	-4	2	-4	-4	1	7	2	-4
18	COc1ccc(-c2nn(-c3ccccc3)cc2C=O)cc1[N+](=O)[O-]	-7	2	-16	0	3	0	2	-8	-8	0
19	Cc1cccc(NC(=O)CSc2ccc(-c3ccco3)nn2)c1	1	12	-10	1	3	-7	11	0	1	-10
20	COc1cccc(NC(=O)Nc2ccccc2Br)c1	3	-4	-22	2	1	-3	0	0	-4	-6
21	O=C(CSc1nnc2ccccn12)Nc1cccc(-c2nc3ccccc3s2)c1	2	-1	-3	2	-1	1	3	-49	-6	5
22	O=C(COC(=O)/C=C/c1ccc([N+](=O)[O-])cc1)Nc1ccc2[nH]c(=O)[nH]c2c1	-2	-1	-6	-4	5	-1	8	9	-4	-12
23	CN1CCC(OC(c2ccccc2)c2ccccc2)CC1	-6	3	-1	1	-3	4	-2	1	-7	3
24	Cc1ccc(NC(=O)NCCCN2CCCC2=O)c(C)c1	4	1	6	-2	-3	0	-2	-6	-1	2
25	COc1ccccc1CCCNC(=O)C1CCC(=O)N(CCCN2CCCC2=O)C1 (centres undefined)	-4	1	-2	-7	-4	1	-5	5	4	-1

New compounds follow
cpd	canonical_smiles	TCR CD3 inh	PRMT1 inh	HTRA1 inh	MBD2 inh	LEDGF integ inh	TDP2 inh	rCAG binder	SIAE inh	NPR2 activator	ABHD4 inh
26	CC(C)c1ccccc1NC(=O)c1ccc2ncsc2c1	5	6	0	-1	0	-1	2	-10	4	0
27	O=C(Nc1cccc2ncccc12)c1ccccc1Cl	-5	7	-3	1	-1	-9	-5	-5	-1	-5
28	O=C(Nc1cccc(C(F)(F)F)c1)C1CCCN(S(=O)(=O)c2cnc[nH]2)C1 (centres undefined)	-2	1	-3	4	0	15	6	-7	0	-2
29	CN(C)c1ccc(/C=N/OC(=O)Nc2ccccc2Cl)cc1	0	0	1	3	-7	1	0	1	-3	3
30	Cc1ccc(S(=O)(=O)NCCOc2cc(C)ccc2C)cc1	-2	5	-25	7	-1	-8	-3	-5	-9	-31
31	O=C(COC(=O)c1ccco1)Nc1ccc2c(c1)OCCO2	2	-1	1	2	-1	-5	-1	-5	7	3
32	CC1CN(C(=O)N2c3ccccc3Sc3ccccc32)C(C)CC1=O (centres undefined)	-7	5	1	7	2	-3	-2	-5	-14	-15
33	Cc1[nH]c2ccc(S(N)(=O)=O)cc2c1C	3	2	-6	-5	-1	-6	2	-1	2	5
34	Cc1ccc(Oc2nc3ccccn3c(=O)c2/C=C(\C#N)C(=O)Nc2c(C)n(C)n(-c3ccccc3)c2=O)cc1	2	4	6	6	0	-18	3	-1	-5	-5
35	O=C(OCC(=O)N(CCc1ccccc1)Cc1ccccc1)c1cccc(O)c1	-1	-1	-33	-2	-2	7	-1	0	-4	-16
36	O=C(CCNC(=O)c1ccccc1Cl)Nc1cccc(C(F)(F)F)c1	5	0	-2	3	1	-4	-4	-12	-5	2
37	CN(CC(=O)Nc1ccc(Cl)c(C(F)(F)F)c1)C(=O)Cc1c[nH]c2ccccc12	3	-7	-26	-2	6	-5	21	3	-7	-10
38	Cc1ccnc(NC(=O)C2CCN(S(=O)(=O)c3cccc4nsnc34)CC2)c1	5	1	0	2	0	-8	-4	3	-4	-3
39	Nc1ccccc1Nc1c(F)c(F)nc(F)c1Cl	-14	9	-3	6	5	-8	6	-7	-5	-7
40	Cn1c2ccccc2c2cnn(CC(=O)Nc3ccc(F)cc3F)c(=O)c21	1	-4	1	6	0	1	-1	-24	4	-5
41	c1cc2c(cnc3cscc32)s1	-5	-2	-6	-4	-3	-9	0	10	0	0
42	Cc1ccc(N2C(=O)CC(C3CCCO3)C2=O)cc1 (centres undefined)	1	0	-1	0	-3	-6	1	2	-1	1
43	CCC(Cc1ccccc1)NC(=O)/C=C/c1ccco1 (centres undefined)	-3	13	0	1	1	10	5	-3	5	3
44	COc1cc(C(=O)N/C(=C\c2cn(C)c3ccccc23)C(=O)N2CCOCC2)cc(OC)c1OC	1	4	0	-2	-3	-3	-2	1	-4	3
45	COc1ccccc1N1CCN(C(=O)c2ccc3[nH]c4c(c3c2)CC(C)CC4)CC1 (centres undefined)	-6	-2	-3	-2	-1	4	-1	5	-4	16
46	CN1/C(=C\C(=O)CSc2nnc(N)s2)C(C)(C)c2ccccc21	-15	5	3	-2	-1	0	-1	-4	-1	-13
47	COCCCNC(=O)CSC1=Nc2ccccc2C2=NC(Cc3c[nH]c4ccccc34)C(=O)N12 (centres undefined)	2	2	-2	-1	2	-6	-1	6	-3	-2
48	O=C(CNS(=O)(=O)c1ccc(Cl)s1)N1CCN(c2ccccn2)CC1	·	2	·	4	-1	11	1	4	-6	0
49	CCN(CC)CCNC(=O)c1ccc(NC(=O)c2ccccc2-c2ccc(C(F)(F)F)cc2)cc1	5	-3	-2	2	0	8	3	2	-4	-1
50	CCN(CC)CCNC(=O)c1ccc(NC(=O)C2CCN(S(=O)(=O)c3ccc4c(c3)OCCO4)CC2)cc1	1	-1	3	0	1	2	-5	2	2	-3

Next section
cpd	canonical_smiles	TCR CD3 inh	PRMT1 inh	HTRA1 inh	MBD2 inh	LEDGF integ inh	TDP2 inh	rCAG binder	SIAE inh	NPR2 activator	ABHD4 inh
51	COc1cc(N/C=C2\CC(=O)NC(C)=C2C#N)cc(OC)c1OC	-2	0	5	-4	-1	2	1	-7	0	1
52	CCOC(=O)c1c(CC(C)C)csc1NC(=O)c1ccccc1C(=O)O	0	1	-2	4	1	-1	47*	1	-4	6
53	CC(=O)Nc1cnc(-c2ccccc2O)cn1	-6	5	·	4	-3	0	1	0	-15	8
54	COc1ccc(N2CCCCn3c2nc2c3c(=O)n(C)c(=O)n2C)cc1	5	-1	5	2	-3	-7	-9	0	2	-1
55	COc1ccc(CCC(=O)OCC(=O)Nc2ccc(C)c(S(=O)(=O)N(C)C)c2)cc1	-2	0	-2	6	-2	4	-1	-5	0	4
56	Cc1ccc(NC(=O)OCCCN2C(=O)CCC23CCC(C)CC3)cc1C (centres undefined)	·	-3	·	-6	2	10	-1	-6	-12	-2
57	COCCN(CCOC)C(=O)c1cc2c(=O)n3ccccc3nc2s1	1	0	3	-3	1	0	2	2	0	5
58	COC(=O)C1CCN(S(=O)(=O)c2ccc(OC)cc2)CC1	6	-2	-3	2	-2	3	-1	-8	6	2
59	O=C(NCCO)c1cccc(Nc2nc(-c3ccccc3)c3cc(Cl)ccc3n2)c1	2	-1	-59	-7	-5	-12	9	21*	-1	-15
60	Cc1ccccc1C(=O)c1cccn1CC(=O)O	1	0	5	-6	2	-10	-1	3	-13	8
61	COc1ccc(-c2ccc(-c3noc(C(C)C)n3)c(OC)n2)cc1	-4	-2	-28	3	-2	-1	4	6	-5	-11

Source: PubChem
